Screening results as filed in PubChem.
KDM5B inh – KDM5B demethylase inhibition; Q9UGL1; KDM5B demethylase, FDH-coupled NADH fluorescence (FDH is formaldehyde dehydrogenase); Potency, µM (highest dose often 57.7 µM), inactives show at the top dose activity change, negative = inhibition, hits mostly inhibitors; hit rate 2.6% among 220,000; active = well fitted inhibition curve with a large enough effect; inconclusive = small, poorly fitted or top-dose-only effect; inactive = no such curve, though single readings can be large or run the other way; also: 0% is about no effect; nearly all actives have a fitted effect of over 70% in size
Target sequence (Q9UGL1 whole entry, looked up): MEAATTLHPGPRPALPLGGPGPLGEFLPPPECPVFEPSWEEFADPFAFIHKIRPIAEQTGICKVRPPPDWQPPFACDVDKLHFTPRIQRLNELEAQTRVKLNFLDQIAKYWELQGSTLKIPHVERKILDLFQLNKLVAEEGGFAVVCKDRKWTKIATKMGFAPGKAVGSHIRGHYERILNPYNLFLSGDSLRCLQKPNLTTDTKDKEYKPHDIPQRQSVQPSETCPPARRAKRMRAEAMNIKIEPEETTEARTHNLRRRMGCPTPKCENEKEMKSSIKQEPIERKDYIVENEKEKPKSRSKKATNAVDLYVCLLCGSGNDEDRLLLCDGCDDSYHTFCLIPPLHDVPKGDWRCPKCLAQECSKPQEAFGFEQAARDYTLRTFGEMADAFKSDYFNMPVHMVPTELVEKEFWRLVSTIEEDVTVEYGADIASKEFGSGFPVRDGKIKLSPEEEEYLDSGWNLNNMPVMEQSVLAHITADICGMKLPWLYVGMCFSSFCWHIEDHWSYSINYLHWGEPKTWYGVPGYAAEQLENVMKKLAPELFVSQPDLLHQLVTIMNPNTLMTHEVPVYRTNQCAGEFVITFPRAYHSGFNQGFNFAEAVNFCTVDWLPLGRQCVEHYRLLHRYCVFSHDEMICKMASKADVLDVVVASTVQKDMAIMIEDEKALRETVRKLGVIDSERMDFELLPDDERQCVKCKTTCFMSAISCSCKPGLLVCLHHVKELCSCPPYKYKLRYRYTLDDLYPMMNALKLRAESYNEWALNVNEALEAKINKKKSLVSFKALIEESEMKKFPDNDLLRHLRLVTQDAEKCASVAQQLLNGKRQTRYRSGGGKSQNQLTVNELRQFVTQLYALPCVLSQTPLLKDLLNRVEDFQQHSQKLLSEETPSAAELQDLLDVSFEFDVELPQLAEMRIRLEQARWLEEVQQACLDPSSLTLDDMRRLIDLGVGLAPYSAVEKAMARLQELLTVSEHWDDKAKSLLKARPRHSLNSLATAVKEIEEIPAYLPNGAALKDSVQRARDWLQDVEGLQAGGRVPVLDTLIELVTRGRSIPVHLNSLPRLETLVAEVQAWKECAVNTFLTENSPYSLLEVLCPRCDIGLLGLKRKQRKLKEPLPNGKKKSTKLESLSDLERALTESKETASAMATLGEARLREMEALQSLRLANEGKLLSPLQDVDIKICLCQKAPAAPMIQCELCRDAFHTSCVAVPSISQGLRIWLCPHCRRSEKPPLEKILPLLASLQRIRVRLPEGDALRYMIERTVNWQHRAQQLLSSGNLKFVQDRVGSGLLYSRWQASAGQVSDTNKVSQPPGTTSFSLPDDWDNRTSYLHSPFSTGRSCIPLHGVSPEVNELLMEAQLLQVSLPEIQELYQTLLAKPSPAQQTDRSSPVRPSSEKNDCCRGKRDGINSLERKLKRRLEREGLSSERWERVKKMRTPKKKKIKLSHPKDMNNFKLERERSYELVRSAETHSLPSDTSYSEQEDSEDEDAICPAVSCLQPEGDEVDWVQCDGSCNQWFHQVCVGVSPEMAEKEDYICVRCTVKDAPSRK
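qHTS format, multiple compound concentrations. Buffer 50 mM HEPES pH 7.5/0.01% Tween-20; 200 nM KDM5BΔAP final; 10 min compound preincubation; substrate-mix levels 12.5 µM peptide, 25 µM α-KG, 0.25 mM NAD⁺; 30 min RT; ΔRFU.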
The depositor's hits bear a star; i = inactive; u = inconclusive; [ ] = another dose, or the depositor's remark. Potency is read from the fitted curve at half-maximal effect. Only part of the results is shown; rates above refer to the full screens.

KDM5B inh | mol
-16.8% | COc1cccc(CNC(=O)C2CN(c3cccc(OC)c3)C(=O)N2)c1 (stereo not drawn)
25.1µM* | O=C(CCc1ccccc1)N1CCNc2cnc(Nc3cccc(C(F)(F)F)c3)nc2C1
-7.0% | CC(C)(C)C(=O)NCC(=O)O
-8.9% | Cc1nn(C)c(C)c1CCC(=O)N1CCCOCCNC(=O)CC1
23.0% | O=C(c1cn(-c2ccccc2)nn1)N1CCc2ccccc2C1
u | Cc1noc(C)c1Cn1cc2c3c(cccc31)[C@H](CC(C)C)N[C@H](C(=O)NCCN(C)C)C2
35.9% | O=C(c1ccc(F)c(Cl)c1)N1CCC2(CC1)CC(O)CCO2 (stereo not drawn)
-2.5% | Cc1cccc(-c2cc(C(=O)O)c3cccc(Cl)c3n2)c1
-10.3% | Cc1cnc(C(=O)NCC23CCC=C2N(C)C(=O)CC3)cn1 (stereo not drawn)
25.7% | COc1cccc(CCC(=O)N2CCC(c3n[nH]c(=O)n3Cc3ccc(F)cc3)CC2)c1
36.7%[activator] | COC1C(=O)N(C2CCN(S(=O)(=O)c3cccc(F)c3)CC2)C12CCOCC2 (stereo not drawn)
1.9% | N#CC(=NCc1cccnc1)C1=C(O)c2ccccc2C1=O
12.4% | Cc1cc(C(=O)N2CCCCC2c2noc(COc3ccc(F)cc3)n2)nn1C (stereo not drawn)
u | O=C1CNC(=S)N1CCc1ccc(O)c(O)c1
u | COc1cccc(C(c2sc3nc(-c4ccco4)nn3c2O)N2CCCC2)c1 (stereo not drawn)
13.9% | COc1ccc(CCC(=O)N2CCC(N3C(=O)C(O)C34CCCCC4)CC2)cc1 (stereo not drawn)
36.2%[activator] | CCCCNC(=S)NNC(=O)c1cc(-c2cccnc2)nc2ccccc12
u | COC(=O)c1cccc(-n2c(CCC(=O)O)ccc2-c2cccs2)c1
-1.6% | Clc1cccc(-n2nnnc2-c2ccccc2)c1
-21.6% | Cn1cc(C(=O)NC2CCN(Cc3ccccc3)CC2)c2ccccc21
-11.2%[86.2 µM] | C#CCN(C)Cc1nc(C2(O)CCN(C(=O)c3ccccc3F)CC2)cs1
-21.4% | O=C(N[C@H](CO)Cc1ccccc1)c1nc(-c2cccc3[nH]ccc23)no1
8.2% | CC(C)NC(=O)CN(C)CC(O)COc1cc(Cl)ccc1Cl (stereo not drawn)
0.3%[86.2 µM] | Cc1cc(C(=O)N[C@H]2[C@H](O)[C@H](O)C[C@@H]2c2cccnc2)nn1C
-17.1% | CCNC(=O)N1CCCC(c2nn(C)c(=O)n2CC)C1 (stereo not drawn)

5 compounds picked at random from the list so far, as already listed:
KDM5B inh | mol
u | COC(=O)c1cccc(-n2c(CCC(=O)O)ccc2-c2cccs2)c1
-11.2%[86.2 µM] | C#CCN(C)Cc1nc(C2(O)CCN(C(=O)c3ccccc3F)CC2)cs1
-8.9% | Cc1nn(C)c(C)c1CCC(=O)N1CCCOCCNC(=O)CC1
u | O=C1CNC(=S)N1CCc1ccc(O)c(O)c1
-17.1% | CCNC(=O)N1CCCC(c2nn(C)c(=O)n2CC)C1 (stereo not drawn)

Carrying on.
KDM5B inh | mol
u | O=C(CCc1ccccc1)N1CCN(c2cc(-c3ccccc3)[nH]n2)CC1
22.4µM* | Cc1ccccc1NC(=O)N1CCC(N2CCCC(C(=O)N3CCCC3)C2)CC1 (stereo not drawn)
21.8% | CCOC(=O)C(NC(=O)NC)C(F)(F)F (stereo not drawn)
-10.2% | Cn1c(NC(=O)c2ccco2)c(-c2cccc(Cl)c2)c(=O)c2ccccc21
-14.8% | CC(=O)c1ccc(NC(=O)C(C)SC2CCCC2)cc1 (stereo not drawn)
-2.4% | COc1cccc(C2Cn3nnc(-c4nc(-c5ccccc5)no4)c3CO2)c1 (stereo not drawn)
25.1µM* | Cc1cn2nc(C(=O)NCc3cccc(Cl)c3)cc2c(N(C)Cc2ccccc2)n1
35.5µM* | O=C(O)CCn1ncc2cc(OCC3CCN(c4ncc(F)cn4)CC3)ccc21
u | CC(=O)N1CC[C@H](c2nnc(Cc3c[nH]c4ccccc34)o2)C1
-12.3% | CCCCn1nc(NC(=O)c2cccc(Cl)c2)c2cc3ccc(C)cc3nc21
-8.2%[115 µM] | c1ccc(C2=NOC3(CCN(Cc4c[nH]c5ccccc45)CC3)C2)cc1
10.9% | O=C(CCc1nc(CSc2n[nH]c(-c3ccc(Cl)cc3)n2)no1)Nc1ccc2ccccc2c1
u | CCCN1C(=O)c2oc3cc(C)cc(C)c3c(=O)c2C1c1ccc(F)cc1 (stereo not drawn)
u | Cc1nc2ccc(S(=O)(=O)NC(CC(C)C)C(=O)N3CCN(c4ccc(F)cc4)CC3)cc2s1 (stereo not drawn)
-55.4% | CCOC(=O)C(C)NC(=O)c1cc2c(=O)[nH]c3ccc(C)cc3c2s1 (stereo not drawn)
-22.7% | COc1cccc(NC(=O)CCNS(=O)(=O)c2ccc(Br)s2)c1
-4.5% | CC1(C)CC(NC(=O)c2nc(-c3ccc4cc[nH]c4c3)no2)CC(C)(C)N1
14.7% | CCOc1cc(C)c(S(=O)(=O)NC2CC(C)(C)NC(C)(C)C2)cc1C
-9.2%[86.2 µM] | Cc1cccc([S+](=O)([O-])N2CCC3(CC2)OCCN(CC2CC2)C3=O)c1
4.2% | CN1CCN(c2ccc3c(c2)Oc2ccccc2CN(Cc2cn(Cc4ccccc4C(F)(F)F)nn2)S3(=O)=O)CC1
19.6% | Cc1noc(C)c1S(=O)(=O)Nc1c(NC2CCCC2)c2ccccc2oc1=O
19.1% | CCC(=O)N1CCCC(n2c(C)cnc2-c2ccccc2)C1 (stereo not drawn)
u | COc1ccc(OC)c(-c2nc3cc4c(cc3cc2CN2CCCOCC2)OCO4)c1
u | COCCN1C(=O)c2ccccc2C(C(=O)NCc2ccco2)C12CCCCC2 (stereo not drawn)
18.7% | CC(O)CNc1nc2c(c(=O)n(C)c(=O)n2C)n1Cc1ccccc1Cl (stereo not drawn)
-24.4% | CCOC(=O)C1=C(C)OC(N)=C(C#N)C1c1cccc(C(F)(F)F)c1 (stereo not drawn)
-11.3% | COC(=O)c1cc2sc(Cl)cc2n1Cc1nc(-c2ccc(OC)cc2)oc1C
-10.7% | Cc1sc2nc(SCC(=O)N(C)c3ccccc3)n(C)c(=O)c2c1C
-13.7% | CC(C)N1CC2CN(C(=O)c3ccccc3)CC(C1)O2
1.8% | O=C(NCCN1CCCCCC1)C1CC=CCC1 (stereo not drawn)
u | CCN1c2cc(C(=O)Nc3ccccc3)ccc2C(=O)N2CCCC21 (stereo not drawn)
-22.0% | COc1ccc(C(CC(=O)Nc2ccc(C)c(C)c2)N2Cc3ccccc3C2=O)cc1OC (stereo not drawn)
-9.3% | COC(=O)c1c(NC(=O)Cc2coc3cc(C)ccc23)sc2c1CCCC2
-2.1% | Cc1ccccc1S(=O)(=O)N1CCCC(CCC(=O)O)C1 (stereo not drawn)
-26.9%[86.2 µM] | O=C(NCCc1ccccc1)c1c[nH]c2ncccc12
36.1% | Cc1cnc(-c2ccccc2)n1C1CCCN(C(=O)Nc2ccccc2F)C1 (stereo not drawn)
12.7% | O=C(c1ccc(C(F)(F)F)cc1)N1CCC2(CC1)COc1ccccc1NC2=O
15.8µM* | CCOCC(=O)N1CCC(Nc2cccn3ncnc23)CC1
19.9%[86.2 µM] | COc1ccc(-c2noc([C@@H]3C[C@H](NC(=O)NC(C)C)CN3C)n2)cc1
12.2% | CC(C)c1ccc(-c2nc(C3CC(=O)N(c4ccc(F)cc4)C3)no2)cc1 (stereo not drawn)
-21.4%[86.2 µM] | COc1ccc([C@H]2C[C@@H](O)[C@@H](O)[C@@H]2NC(=O)Nc2ccc(C(F)(F)F)cc2)cc1
5.7% | CC(C)(C)C(=O)N1CCN(c2ccc(NC(=O)C3(c4ccccc4)CCCC3)cc2)CC1
26.8% | O=C(O)c1cccc(COc2ccc(Br)cc2)c1
-17.9% | CC(=O)NC1CCN(C(=O)Cc2c(C)[nH]c3c(C)ccc(C)c23)C1 (stereo not drawn)
-13.3% | O=c1n(-c2ccc(C(F)(F)F)cc2)nc2n1CCN([S+](=O)([O-])c1cccc(C(F)(F)F)c1)C2
3.3% | Cc1cccc(C(=O)N2CCN(Cc3nc4sc5c(c4c(=O)[nH]3)CCCC5)CC2)c1
20.9%[86.2 µM] | CC(C)(C)c1coc([C@@H]2COCCN2Cc2ccc(C(=O)O)cc2)n1
10.9% | O=C(COC(=O)CC12CC3CC(CC(C3)C1)C2)Nc1ccc([N+](=O)[O-])cc1C(F)(F)F
10.1% | CCn1nc(C(=O)NCc2cccs2)c2ccccc2c1=O
8.7% | O=c1c(Cl)c(N2CCN(Cc3nc(-c4ccccc4Cl)no3)CC2)cnn1-c1ccccc1

(continued)
KDM5B inh | mol
-2.7%[86.2 µM] | Fc1cc(Nc2cnc3ccc(-c4ccccc4)nn23)cc(N2CCOCC2)c1
11.9% | COC(=O)c1cccc(S(=O)(=O)NCc2ccc(N3CCCC3)nc2)c1
1.6% | C#CCN1CCN(CC#N)CC12CCOC(C)(C)C2 (stereo not drawn)
16.3% | NCCS(N)(=O)=O
0.4% | O=C(Cn1cc(I)c(=O)c(I)c1)N1CCCCC1
35.9%[activator] | CNC(=O)COC(=O)c1cc(-c2cccs2)nc2ccccc12
4.8% | O=C(Nc1ccccc1)c1cc(-c2ccccn2)nc2ccccc12
-14.3% | CCCCS(=O)(=O)N1CCN(C2CCN(CCOC)C2=O)CC1 (stereo not drawn)
4.1% | CCC(=O)NCCNC(=O)c1nc2ccccc2c(=O)[nH]1
24.5% | COc1ccc(OCc2nc(C)c(CCO)c(=O)n2CC(=O)Nc2cccc(F)c2)cc1
4.8% | Cc1ccc(C2NC(=O)N(CC(=O)NCCc3ccc(Cl)cc3)C3=C2C(=O)OC3)cc1 (stereo not drawn)
9.6% | Cc1nc(COc2ccccc2C(=O)Nc2nc(-c3ccccc3)cs2)no1
u | CC(C)C[C@@H]1N[C@H](C(=O)NCc2cccs2)Cc2c[nH]c3cccc1c23
-43.6% | N/C(COc1cc(Cl)cc(Cl)c1)=N\O
26.4% | COC[C@]1(O)CCN(C(=O)CN2CCCCCC2=O)CC1(C)C
u | CC1=C[C@@H](CN2CCOCC2)[C@H](C(C)C)C[C@H]1Cc1nnc(-c2ccc([N+](=O)[O-])cc2)o1
28.2µM* | COc1cc(C(=O)Nc2nc3c(s2)C[C@]2(C)CC[C@@H]4[C@H](OC(=O)[C@H]4C)[C@H]2[C@@H]3C)cc(OC)c1OC
-0.8% | CC(C)c1ccc(C2C3=C(CC(C)(C)CC3=O)OC3=C2C(=O)CC(C)(C)C3)cc1
-12.0% | CC(C)c1noc(CC2CCN(C(=O)c3ccccn3)CC2)n1
u | CC(C)(C)OC(=O)NCCNC(=O)c1cc2ccccc2[nH]1
-1.2% | CC(C)c1ccccc1NC(=O)Cn1ccn2nc3c(c2c1=O)CCCCC3
u | Cc1cccc(CCNC(=O)c2cc3c(s2)-c2c(C)cccc2OC3)c1
-21.8% | Cc1cc(C)cc(OCC(=O)NCC2(N3CCOCC3)CCCCC2)c1
-21.4% | Cc1cc(-c2csc(Nc3ccc(O)cc3)n2)ccc1F
-19.6%[115 µM] | O=C1NC2(CCN(C(=O)c3ccc(Cl)cc3)C2)Oc2ccccc21 (stereo not drawn)
1.2% | O=C(O)c1ccccc1C(=O)NC1Cc2ccccc2C1
-17.6% | O=C(Cn1ncc2c(=O)oc3ccccc3c21)NCc1ccccc1Cl
0.5% | COc1ccc(CCC(=O)N2CCCC(Cc3noc(-c4ccccc4)n3)C2)cc1 (stereo not drawn)
-7.7% | CCOC(=O)c1ccc(NC(=O)c2nc3ccccc3nc2N2CCCCC2)cc1
u | CCCc1cc(=O)oc2c(C)c(OCC(=O)NCCN3CCOCC3)ccc12
i | Cc1ccc(-c2sc(C(=O)O)cc2C)o1
-12.3% | NC1=NC(c2ccccc2)=NC1(NC(=O)c1ccccc1)C(Cl)Cl (stereo not drawn)
-7.6% | O=C(Cc1csc2ccccc12)NC1CCCCCC1
19.8% | O=C(CCc1ccc(=O)[nH]n1)N[C@@H]1COCC[C@H]1Oc1ccccn1
0.0% | CN1CCCN(C(=O)CN2CCCc3nc(C4CC4)ncc3C2=O)CC1
u | O=C1/C(=C/c2cccc([N+](=O)[O-])c2)CCOc2ccc(F)cc21
-0.1%[86.2 µM] | COc1cc(OC)cc(N2C(=O)[C@@H]3C[C@@H](NC(=O)c4cccs4)CCN3C2=O)c1
-19.9% | Cc1cc(C)n(CCC(=O)N[C@@H]2CCOC[C@H]2OCC2CCC2)c(=O)n1
13.9% | O=S(=O)(c1cccc(Br)c1)N1CCOCC1
-23.8% | CCc1ccc(S(=O)(=O)c2cn(Cc3ccccc3)c3cc(N4CCCC4)c(F)cc3c2=O)cc1
-17.0% | O=C(CN1CC2CC(C1)[C@H]1CCCC(=O)N1C2)N1CCN(c2ccc(Cl)cc2)CC1 (stereo partly drawn)
13.5% | CC(C)c1noc(-c2cn(C3CCN(C(=O)c4ccc5c(c4)OCO5)CC3)nn2)n1
39.8µM* | COCCN1Cc2nc(-c3ccc(OC)c(F)c3)ccc2OCC1=O

Looked up above:
In KDM5B inh, COc1ccc([C@H]2C[C@@H](O)[C@@H](O)[C@@H]2NC(=O)Nc2ccc(C(F)(F)F)cc2)cc1 shows -21.4%[86.2 µM]
In KDM5B inh, O=C(c1ccc(F)c(Cl)c1)N1CCC2(CC1)CC(O)CCO2 (stereo not drawn) shows 35.9%
In KDM5B inh, O=C(Cn1ncc2c(=O)oc3ccccc3c21)NCc1ccccc1Cl shows -17.6%
In KDM5B inh, CCn1nc(C(=O)NCc2cccs2)c2ccccc2c1=O shows 10.1%
In KDM5B inh, C#CCN(C)Cc1nc(C2(O)CCN(C(=O)c3ccccc3F)CC2)cs1 shows -11.2%[86.2 µM]
In KDM5B inh, O=C(Cc1csc2ccccc12)NC1CCCCCC1 shows -7.6%
